Pf apPOL block – Pf-apPOL DNA polymerase inhibition | inhibition, % at 10 µM | Recombinant Pf-apPOL, molecular beacon fluorescence, 1.5 h | 0.25% of 210,000 active | AID 1794808
mHTT-CaM PPI inh – inhibitors of human mutant huntingtin-calmodulin interaction. P42858. AlphaScreen His-mHTT/GST-CaM binding, luminescence. inhibition, % at 15 µM. 3.6% of 190,000 active. AID 1671202;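 further: 0% = both proteins with DMSO and 100% = one protein alone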
Target sequence (P42858 whole entry, looked up, stated change not applied): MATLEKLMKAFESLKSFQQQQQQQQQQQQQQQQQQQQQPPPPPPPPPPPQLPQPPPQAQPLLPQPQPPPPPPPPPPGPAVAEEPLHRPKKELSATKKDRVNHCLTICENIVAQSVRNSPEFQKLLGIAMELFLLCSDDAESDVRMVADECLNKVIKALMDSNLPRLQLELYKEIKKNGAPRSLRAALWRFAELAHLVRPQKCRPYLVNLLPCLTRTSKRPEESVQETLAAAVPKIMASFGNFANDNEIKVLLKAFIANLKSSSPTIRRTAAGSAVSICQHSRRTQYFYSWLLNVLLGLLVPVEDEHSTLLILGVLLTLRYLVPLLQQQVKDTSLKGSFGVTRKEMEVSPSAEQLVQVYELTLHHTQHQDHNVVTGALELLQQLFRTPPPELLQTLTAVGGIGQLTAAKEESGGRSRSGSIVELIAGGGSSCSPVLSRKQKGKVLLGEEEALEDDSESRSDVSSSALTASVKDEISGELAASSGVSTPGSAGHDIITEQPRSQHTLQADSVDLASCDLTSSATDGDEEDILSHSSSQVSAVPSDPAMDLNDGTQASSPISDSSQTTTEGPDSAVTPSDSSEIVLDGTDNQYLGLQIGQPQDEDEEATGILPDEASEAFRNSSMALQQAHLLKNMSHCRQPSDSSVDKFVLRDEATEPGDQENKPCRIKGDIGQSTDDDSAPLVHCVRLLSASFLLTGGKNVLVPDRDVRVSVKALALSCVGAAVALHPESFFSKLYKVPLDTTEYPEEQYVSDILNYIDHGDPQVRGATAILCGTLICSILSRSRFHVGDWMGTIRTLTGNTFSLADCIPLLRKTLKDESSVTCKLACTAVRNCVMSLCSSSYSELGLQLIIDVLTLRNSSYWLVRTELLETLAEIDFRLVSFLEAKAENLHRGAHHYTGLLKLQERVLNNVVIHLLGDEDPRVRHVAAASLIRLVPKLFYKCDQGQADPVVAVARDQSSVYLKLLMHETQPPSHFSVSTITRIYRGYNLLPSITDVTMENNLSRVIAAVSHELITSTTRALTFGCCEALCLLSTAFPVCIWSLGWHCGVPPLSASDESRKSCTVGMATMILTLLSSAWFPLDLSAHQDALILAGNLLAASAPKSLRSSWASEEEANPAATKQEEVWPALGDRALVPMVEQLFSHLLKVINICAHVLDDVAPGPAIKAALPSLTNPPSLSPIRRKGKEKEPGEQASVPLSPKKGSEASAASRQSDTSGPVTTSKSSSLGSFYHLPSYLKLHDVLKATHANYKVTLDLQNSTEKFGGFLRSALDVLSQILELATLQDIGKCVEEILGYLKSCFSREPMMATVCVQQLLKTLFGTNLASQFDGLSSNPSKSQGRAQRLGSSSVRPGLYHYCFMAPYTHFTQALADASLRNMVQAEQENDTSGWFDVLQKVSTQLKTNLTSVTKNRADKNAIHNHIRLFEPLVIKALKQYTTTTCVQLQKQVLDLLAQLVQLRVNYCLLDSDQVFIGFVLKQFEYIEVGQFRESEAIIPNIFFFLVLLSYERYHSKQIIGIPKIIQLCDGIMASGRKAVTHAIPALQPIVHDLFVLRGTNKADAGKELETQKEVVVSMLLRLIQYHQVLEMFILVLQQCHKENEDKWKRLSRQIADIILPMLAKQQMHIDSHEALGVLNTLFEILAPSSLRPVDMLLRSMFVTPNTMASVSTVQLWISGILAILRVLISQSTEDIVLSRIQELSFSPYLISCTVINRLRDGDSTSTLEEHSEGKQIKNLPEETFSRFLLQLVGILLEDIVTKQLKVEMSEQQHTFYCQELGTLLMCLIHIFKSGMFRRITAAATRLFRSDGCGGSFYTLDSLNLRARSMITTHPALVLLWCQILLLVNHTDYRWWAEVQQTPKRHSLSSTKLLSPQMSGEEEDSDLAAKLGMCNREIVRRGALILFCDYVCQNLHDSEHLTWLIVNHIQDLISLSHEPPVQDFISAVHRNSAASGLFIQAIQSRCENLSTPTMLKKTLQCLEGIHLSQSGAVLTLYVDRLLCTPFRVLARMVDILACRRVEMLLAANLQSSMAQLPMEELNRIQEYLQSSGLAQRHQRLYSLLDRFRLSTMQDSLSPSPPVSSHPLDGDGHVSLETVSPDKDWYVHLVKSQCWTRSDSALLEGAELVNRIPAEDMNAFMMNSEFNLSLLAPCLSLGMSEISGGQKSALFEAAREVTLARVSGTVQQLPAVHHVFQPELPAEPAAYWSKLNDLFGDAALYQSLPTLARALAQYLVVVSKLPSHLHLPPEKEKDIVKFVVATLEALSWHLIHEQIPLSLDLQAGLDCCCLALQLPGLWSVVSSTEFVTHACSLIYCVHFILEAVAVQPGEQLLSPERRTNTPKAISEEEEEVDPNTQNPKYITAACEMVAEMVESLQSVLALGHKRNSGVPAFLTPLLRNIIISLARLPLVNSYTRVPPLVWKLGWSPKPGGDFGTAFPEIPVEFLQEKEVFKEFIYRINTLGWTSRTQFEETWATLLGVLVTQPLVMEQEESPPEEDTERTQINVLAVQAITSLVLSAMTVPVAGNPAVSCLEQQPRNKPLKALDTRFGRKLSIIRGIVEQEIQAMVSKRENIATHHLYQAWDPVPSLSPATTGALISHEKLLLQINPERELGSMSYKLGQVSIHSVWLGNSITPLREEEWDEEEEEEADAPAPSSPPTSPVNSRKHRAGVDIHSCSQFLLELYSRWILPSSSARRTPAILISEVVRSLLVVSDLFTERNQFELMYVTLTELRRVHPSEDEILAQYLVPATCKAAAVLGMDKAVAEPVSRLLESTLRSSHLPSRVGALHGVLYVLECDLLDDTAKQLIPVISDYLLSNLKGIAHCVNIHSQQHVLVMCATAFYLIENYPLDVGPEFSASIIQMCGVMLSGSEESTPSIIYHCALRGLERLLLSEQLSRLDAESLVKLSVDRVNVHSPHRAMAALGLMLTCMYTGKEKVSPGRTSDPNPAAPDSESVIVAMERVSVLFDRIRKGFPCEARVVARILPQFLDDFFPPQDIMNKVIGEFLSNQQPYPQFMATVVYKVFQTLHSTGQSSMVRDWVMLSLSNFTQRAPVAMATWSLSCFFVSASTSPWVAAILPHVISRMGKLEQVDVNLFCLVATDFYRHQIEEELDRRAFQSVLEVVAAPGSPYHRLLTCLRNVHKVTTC
Active calls of the source: *; · = not tested or not shown; & = joins results of further samples. No stated cut-off is given here; in the data, active means inhibition above about 50%; inactive means the rest.

The opening 18 records, ahead of the listing:
#1 O=C(c1ccccc1)c1cc2c(cc1Br)OCCO2
#2 O=[N+]([O-])c1ccc(O)c(C2N(Cc3ccccc3)CCN2Cc2ccccc2)c1
#3 Cc1ccc(C2=NN(CCC(=O)NCCN3CCCC3)C(=O)CC2)cc1
#4 Cc1ccccc1CNC(=O)CN(c1cc(C(F)(F)F)ccc1Cl)S(C)(=O)=O
#5 CN(C)S(=O)(=O)Nc1ccc2c(c1)Cc1ccccc1-2
#6 COC(=O)[C@H](C(C)C)N(CCc1cn(Cc2ccc(C)cc2)nn1)S(=O)(=O)c1ccc(F)cc1Br
#7 N#C/C(=C\c1ccccc1C(F)(F)F)c1nn(CCO)c(N)c1C#N
#8 Cc1ccc2c(c1)NC(=O)C(C(=O)Nc1ccccc1F)O2 (stereo not drawn)

Assay by compound,1,2,3,4,5,6,7,8
mHTT-CaM PPI inh,-41,5,5,1,0&-1,-2,7,-7
Pf apPOL block,8,-4,-16,-4,-12,-7,-9,1

#9 Cc1nc(C)c2c(n1)N(CCCOC1CCN(C)CC1)C(=O)CC2
#10 CC1CN=C2C=C(N3CCN(C(=O)c4ccncc4)CC3)N=CN21 (stereo not drawn)
#11 CCCCC1NC(C(=O)O)CS1 (stereo not drawn)
#12 CC(C)(C)c1[nH]nc2c1C(c1ccccc1Br)C(C#N)=C(N)O2 (stereo not drawn)
#13 COc1ccc(NC2=Nc3ccccc3CC2)cc1
#14 O=c1ccc(S(=O)(=O)N2CCCC2)cn1Cc1ccccc1Cl
#15 COc1cc2c(cc1OC)C(C1=NC(C)(C)Cc3cc(OC)c(OC)cc31)=NC(C)(C)C2
#16 CCOc1ccccc1C(=O)Nc1c2c(nn1-c1cccc(C)c1C)CS(=O)(=O)C2

Assay by compound,9,10,11,12,13,14,15,16
mHTT-CaM PPI inh,-12,2,0,4&3,-8,0,13,0
Pf apPOL block,0,-4,·,-1&-4,2,-3,-4,0

#17 CCCCc1c(C#N)c(N)nc2sc(C(=O)c3ccc([N+](=O)[O-])cc3)c(N)c12
#18 Nc1ccccc1Sc1c(Cl)cncc1Cl

Assay by compound,17,18
mHTT-CaM PPI inh,7,·
Pf apPOL block,-1,-18

Main list, from the start:
#1 O=C(c1ccccc1)c1cc2c(cc1Br)OCCO2
#2 O=[N+]([O-])c1ccc(O)c(C2N(Cc3ccccc3)CCN2Cc2ccccc2)c1
#3 Cc1ccc(C2=NN(CCC(=O)NCCN3CCCC3)C(=O)CC2)cc1
#4 Cc1ccccc1CNC(=O)CN(c1cc(C(F)(F)F)ccc1Cl)S(C)(=O)=O
#5 CN(C)S(=O)(=O)Nc1ccc2c(c1)Cc1ccccc1-2
#6 COC(=O)[C@H](C(C)C)N(CCc1cn(Cc2ccc(C)cc2)nn1)S(=O)(=O)c1ccc(F)cc1Br

Assay by compound,1,2,3,4,5,6
mHTT-CaM PPI inh,-41,5,5,1,0&-1,-2
Pf apPOL block,8,-4,-16,-4,-12,-7

#7 N#C/C(=C\c1ccccc1C(F)(F)F)c1nn(CCO)c(N)c1C#N
#8 Cc1ccc2c(c1)NC(=O)C(C(=O)Nc1ccccc1F)O2 (stereo not drawn)
#9 Cc1nc(C)c2c(n1)N(CCCOC1CCN(C)CC1)C(=O)CC2
#10 CC1CN=C2C=C(N3CCN(C(=O)c4ccncc4)CC3)N=CN21 (stereo not drawn)
#11 CCCCC1NC(C(=O)O)CS1 (stereo not drawn)
#12 CC(C)(C)c1[nH]nc2c1C(c1ccccc1Br)C(C#N)=C(N)O2 (stereo not drawn)

Assay by compound,7,8,9,10,11,12
mHTT-CaM PPI inh,7,-7,-12,2,0,4&3
Pf apPOL block,-9,1,0,-4,·,-1&-4

#13 COc1ccc(NC2=Nc3ccccc3CC2)cc1
#14 O=c1ccc(S(=O)(=O)N2CCCC2)cn1Cc1ccccc1Cl
#15 COc1cc2c(cc1OC)C(C1=NC(C)(C)Cc3cc(OC)c(OC)cc31)=NC(C)(C)C2
#16 CCOc1ccccc1C(=O)Nc1c2c(nn1-c1cccc(C)c1C)CS(=O)(=O)C2
#17 CCCCc1c(C#N)c(N)nc2sc(C(=O)c3ccc([N+](=O)[O-])cc3)c(N)c12
#18 Nc1ccccc1Sc1c(Cl)cncc1Cl

Assay by compound,13,14,15,16,17,18
mHTT-CaM PPI inh,-8,0,13,0,7,·
Pf apPOL block,2,-3,-4,0,-1,-18

#19 Cc1cc2n(n1)C(c1ccc(Cl)cc1)CC(c1ccccc1)=N2 (stereo not drawn)
#20 O=C(Cc1ccc(F)cc1)N1CCCC1c1nc(-c2cccc(Cl)c2)no1 (stereo not drawn)
#21 CC(=O)c1cc2c(N)c(C(=O)c3ccc(Br)cc3)sc2nc1C
#22 COc1ccc(CC(=O)NCC(c2ccc(N(C)C)cc2)N(C)C)cc1OC (stereo not drawn)
#23 Cc1ccc(-c2nc3ccccc3o2)cc1NC(=O)c1cc(Cl)ccc1Cl
#24 CCc1ccccc1NC(=O)c1ccc([N+](=O)[O-])o1

Assay by compound,19,20,21,22,23,24
mHTT-CaM PPI inh,-48,20,-1,3,-8,31
Pf apPOL block,12,-2,8,0,-2,-10

#25 CC(C)=CCn1c(N2CCCCC2)nc2c1c(=O)[nH]c(=O)n2C
#26 Cc1c(NC(=O)c2cc(-c3ccc(F)cc3)on2)c(=O)n(-c2ccccc2)n1C
#27 CCn1cc(C(=O)NCCc2ccc(OC)c(OC)c2)c2c3ccccc3n(C)c2c1=O
#28 Cc1ccc(-c2cc(CN(C(=O)NC(C)(C)C)C3CC3)no2)cc1C
#29 COc1ccc(C(=O)Nc2nnc(C3CC(=O)N(c4ccc(SC)cc4)C3)o2)cc1 (stereo not drawn)
#30 O=C(CCN1C(=O)c2cccnc2C1=O)N1CCN(c2ccc([N+](=O)[O-])cc2)CC1

Assay by compound,25,26,27,28,29,30
mHTT-CaM PPI inh,4,-3,17,-10,9,7
Pf apPOL block,-6,-10,-4,3,1,-20

#31 COc1ccc(CNCc2ccc(SC)cc2)cc1
#32 O=C(NC(=O)c1ccccc1)Oc1ccc([N+](=O)[O-])cc1
#33 COc1ccc(CN2CCCN(Cc3ccc(OC)cc3)C2c2ccccc2)cc1
#34 CS(=O)(=O)N1CCN(C(=O)c2cc(-c3ccco3)[nH]n2)CC1
#35 C=CCNC(=O)C1CCN(C(=O)Cc2ccccc2)CC1
#36 Cc1ccc(-c2nccn3cc(C(=O)N4CCCN(C)CC4)nc23)cc1

Assay by compound,31,32,33,34,35,36
mHTT-CaM PPI inh,-7,-3,·,-9,2,2
Pf apPOL block,-2,-4,-2,0,-2,4

#37 NNC(=O)c1cccc(N2CCCC2=O)c1
#38 Cn1c(=O)c2c(nc(Oc3ccc4c(c3)OCO4)n2Cc2ccc(F)cc2)n(C)c1=O
#39 COc1ccc(C2C(C(C)=O)=C(O)C(=O)N2c2cccc(Br)c2)cc1 (stereo not drawn)
#40 Cc1cc(C(F)(F)F)n2nc(-c3ccc(Cl)cc3)cc2n1
#41 O=C(c1cc2c(s1)CN(C1CCCC1)C2)N1CCN(c2ccccc2F)CC1
#42 COc1ccc(/C=C2/C(=N)N3N=C(C(C)C)SC3=NC2=O)cc1

Assay by compound,37,38,39,40,41,42
mHTT-CaM PPI inh,-2,4,16,-6,0,3
Pf apPOL block,6,3,-5,4,-2,-18

#43 CCN(CC)S(=O)(=O)c1ccc(OC)c(NC(=O)c2c(Cl)cccc2Cl)c1
#44 Cn1c(=O)c2c(ncn2CC(=O)Nc2nccs2)n(C)c1=O
#45 CC12c3ccccc3C(c3ccccc31)C1C(=O)N(Cc3cccnc3)C(=O)C12 (stereo not drawn)
#46 CNc1nc(Nc2cc(F)ccc2F)nc2ccccc12
#47 O=C1C(c2ccccc2F)N(Cc2ccc3c(c2)OCO3)C(=O)CN1C1CCCCCC1 (stereo not drawn)
#48 Fc1ccc(C2CC(c3ccc(Cl)cc3)Nc3nnnn32)cc1 (stereo not drawn)

Assay by compound,43,44,45,46,47,48
mHTT-CaM PPI inh,-6,-9,-7&14,-10,12,9&47
Pf apPOL block,-4,-6,-2&1,-6,-17,-5&-5

#49 O=C(c1ccccc1)N1CC(C(=O)N2CCCC2)C2(CCCCC2)C1 (stereo not drawn)
#50 Cc1ccc(S(=O)(=O)N2CCN(c3ccc(Cl)cc3[N+](=O)[O-])CC2C)cc1 (stereo not drawn)
#51 Cc1cc(C2CCCN2C(=O)c2cc(C3CC3)on2)no1 (stereo not drawn)
#52 COc1ccc(NC(=O)CCN2CCc3ccccc3C2)c(OC)c1
#53 O=C(Nc1c2c(nn1-c1ccc(F)cc1)CS(=O)C2)c1c(F)cccc1Cl (stereo not drawn)
#54 O=C(Nc1cnc(N2CCCCCC2)nc1)C1CC1

Assay by compound,49,50,51,52,53,54
mHTT-CaM PPI inh,-6,38,-6,7,1,0
Pf apPOL block,-1,2,-2,-3,-2,-1

#55 CSc1ccc(CNC(=O)c2ccc3c(c2)nc2n3CCCCC2)cc1
#56 CCOc1ccccc1NC(=O)CC(C)c1ccccc1 (stereo not drawn)
#57 c1ccc2c(c1)c1ccccc1c1nc(N3CCCCC3)nnc21
#58 Cc1nc(-c2ccncc2)nc2c1CCC(=O)N2C1CCCCC1
#59 N=c1c(C(=O)NCC2CCCO2)cc2c(=O)n3ccccc3nc2n1Cc1ccco1 (stereo not drawn)
#60 C#CCSc1nnnn1-c1ccc(OCC)cc1

Assay by compound,55,56,57,58,59,60
mHTT-CaM PPI inh,21,-16,·,-1,11,·
Pf apPOL block,2,0,-4,2,0,1

#61 CCCOc1ccc(CNC(=O)c2cnc(OC)nc2)cc1
#62 Cc1cccc(OCc2nnc(SCC(=O)Nc3cccc(Cl)c3Cl)o2)c1
#63 CCn1cc(C(=O)O)c(=O)c2cc(F)c(N3CCN(C(=O)c4ccccc4)CC3)cc21
#64 Cc1cc([N+](=O)[O-])ccc1-c1ccc(C(=O)Nc2ccccc2O)o1
#65 O=C(O)CCC(=O)Nc1ccccc1F
#66 CCOc1ccc(C(=O)NC2(c3nc(CC)no3)CCCCC2)cc1OCC

Assay by compound,61,62,63,64,65,66
mHTT-CaM PPI inh,-2,-8,-3,-3,·,16
Pf apPOL block,-2,-6,-4,-6,2,0

#67 Cc1ccc(/C=c2\sc3nc(-c4ccccc4C)nn3c2=O)cc1
#68 COc1cccc(Oc2c(C)oc3cc(OCC#N)ccc3c2=O)c1
#69 O=C1C(=Cc2cccnc2)Oc2c1ccc1c2CN(CCCc2ccccc2)CO1
#70 COc1ccc(CNC(=O)CC2CCN(C(=O)c3ccccc3)CC2)c(OC)c1
#71 C#CC(CC)(CC)NC(=O)NCCCCCCNC(=O)NC(C#C)(CC)CC
#72 N#C/C(=C\c1ccc(O)cc1)c1ccc([N+](=O)[O-])cc1

Assay by compound,67,68,69,70,71,72
mHTT-CaM PPI inh,4,4,25,-2,·,33
Pf apPOL block,-3,-2,1,-4,-18,-4

#73 O=C1OC(c2ccc(Br)cc2)=N/C1=C\c1cccc(Br)c1
#74 COc1ccc(C(O)(C(=O)NCc2ccccc2)c2ccc(OC)cc2)cc1
#75 CCOc1cccc(/C=C2\N=C(c3ccccc3F)OC2=O)c1
#76 CCOC(=O)c1[nH]c(C)c(CC(C)C)c1C
#77 Nc1nc(-c2ccc(Cl)cc2)nc2sc3c(c12)CCCCC3
#78 CCCOc1ccc(NC(=O)C(=O)NC)cc1

Assay by compound,73,74,75,76,77,78
mHTT-CaM PPI inh,-2,-4,5,-3,·,3
Pf apPOL block,0,16,0,·,-5,-5

#79 Cn1cc(CC(=O)NCc2cccs2)c2ccccc21
#80 O=C(Nc1ncc(S(=O)(=O)c2ccc([N+](=O)[O-])cc2)s1)c1ccc(F)cc1
#81 C=CCN(CC=C)S(=O)(=O)c1ccc(C(=O)Nc2nc3c(s2)CC(C)CC3)cc1 (stereo not drawn)
#82 O=c1cccnn1CCCNS(=O)(=O)c1ccc(F)c(C(F)(F)F)c1
#83 Cc1ccc(C2=NN(C(=O)c3ccccc3Br)C(O)(C(F)(F)F)C2)cc1 (stereo not drawn)
#84 CC(C(=O)Nc1ccc(S(=O)(=O)N2CCCCC2)cc1)N(c1ccccc1)S(C)(=O)=O (stereo not drawn)

Assay by compound,79,80,81,82,83,84
mHTT-CaM PPI inh,-1,2,-2,-14,14,4
Pf apPOL block,-5,-2,-5,-8,-7,-4

#85 CCOc1cccc2nnc(NC(=O)c3ccc(C(F)(F)F)cc3)n12
#86 Cn1c(=O)c2c(nc3n(-c4ccccc4)c(-c4ccccc4)cn23)n(C)c1=O
#87 CN1CCN(c2cc(OCCNC(=O)COc3ccc4c(c3)OCO4)ncn2)CC1
#88 COc1ccc(N(CC(=O)Nc2ccc(C(N)=O)cc2)S(C)(=O)=O)cc1Cl
#89 C=CCNC(=O)C1CC=CCC1C(=O)Nc1ccccc1 (stereo not drawn)
#90 COc1cc(C2C(C(=O)c3ccco3)=C(O)C(=O)N2CCN(C)C)cc(OC)c1OC (stereo not drawn)

Assay by compound,85,86,87,88,89,90
mHTT-CaM PPI inh,9,-2,-10,5,4,-3
Pf apPOL block,2,-5,-10,-7,-2,-4

#91 CCOC(=O)Nc1ccc([N+](=O)[O-])cc1OC
#92 O=C(c1cccc(Cl)c1)N1CCC2(CC1)NC(=O)N(Cc1ccccc1)C2=O
#93 COc1ccc2c(=O)cc(C(F)(F)C(F)F)oc2c1
#94 Cc1ccc(NC(=O)/C(=C\c2ccc3c(c2)OCO3)NC(=O)c2ccc(Br)o2)cc1
#95 Cc1cccn2c(=O)c3cc(S(=O)(=O)c4ccccc4)c(=N)n(CCN4CCOCC4)c3nc12
#96 Cc1cc2[nH]c(C(=O)Nc3cc(F)ccc3F)c(CN3CCCC3)c2s1

Assay by compound,91,92,93,94,95,96
mHTT-CaM PPI inh,3,10,-13,12,-6,2
Pf apPOL block,3,1,2,3,-2,0

Screening data deposited in PubChem by University of Kansas High Throughput Screening Laboratory.
